Screening data: PubChem, several laboratories
hiPSC survival – increases survival of single human iPS cells; hiPSC single-cell survival, ATPlite luminescence; 100% = ROCK inhibitor wells, 0% = DMSO; survival enhancement, % at 20 µM; 360,000 compounds, 0.044% hits; in the data active means survival enhancement above about 18%;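 further: cells exposed to compounds for 16 hours before the ATP read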
Cardio protect – myocardial damage modulation in H9c2 cells; 360,000 compounds, 0.63% hits; protection from H2O2 cell death, % at 20 µM; H9c2 cardiomyocytes, H2O2 injury protection, ATPLite, 2 h;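 active means compounds giving at least 50% protection of heart cells from peroxide-induced death in the single-dose screen, raw or plate-pattern-corrected value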;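 further: 0% = DMSO wells with peroxide and 100% = DMSO wells without peroxide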
PDI turbidity – blocks human protein disulfide isomerase activity | PDI insulin aggregation turbidity, A650, 90 min | inhibition, % at 10 µM | 350,000 compounds, 0.052% hits | P07237;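 active means mean inhibition across replicates of 30% or more, whatever share of single replicates reach that level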;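 further: absorbance from insulin aggregation driven by PDI reduction with DTT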
Target sequence (P07237 whole entry, looked up): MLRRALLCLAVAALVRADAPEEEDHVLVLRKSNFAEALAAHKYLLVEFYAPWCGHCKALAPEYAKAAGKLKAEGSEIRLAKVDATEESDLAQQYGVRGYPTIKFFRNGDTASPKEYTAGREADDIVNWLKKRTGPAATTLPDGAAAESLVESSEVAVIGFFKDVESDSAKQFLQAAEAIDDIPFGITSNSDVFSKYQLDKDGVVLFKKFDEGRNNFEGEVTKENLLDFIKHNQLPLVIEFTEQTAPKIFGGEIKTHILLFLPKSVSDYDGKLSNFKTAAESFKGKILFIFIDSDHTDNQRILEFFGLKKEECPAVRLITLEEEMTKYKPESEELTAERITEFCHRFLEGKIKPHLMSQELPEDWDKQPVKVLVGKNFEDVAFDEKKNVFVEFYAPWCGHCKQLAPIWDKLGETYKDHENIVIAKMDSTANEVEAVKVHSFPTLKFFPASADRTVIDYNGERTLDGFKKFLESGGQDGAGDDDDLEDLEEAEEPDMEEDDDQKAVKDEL
Peg3 prom inh – Peg3 promoter activity inhibition | HeLa PEG-Prom luciferase reporter, luminescence, overnight | inhibition, % at 20 µM | 360,000 compounds, 1.7% hits;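 active means inhibition of at least 50% at 20 µM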
CaV13 ICDI inh – Disruptors of the CACNA1D IQ motif to Ca2+-dependent inactivation inhibitor domain association, primary screening, Förster resonance energy transfer in intact living …; HEK cells, CFP/YFP FRET ICDI-IQ, plate reader, 10 min; percent FRET-ratio fall versus neutral wells; 340,000 compounds, 0.098% hits; inhibition, % at 12.3 µM; AID 743397;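 active means mean replicate inhibition of at least 30% and at least 1% of replicates passing that level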;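 further: 0% = median of the neutral control wells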
Shn3 3UTR inh – reduces Shn3 3'UTR luciferase signal in osteoblasts; Clone20 osteoblast Shn3 3'UTR firefly luciferase, 24 h; inhibition, % at 12.5 µM; 360,000 compounds, 0.52% hits; AID 588674;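 active means mean inhibition of at least 75% with every replicate also reaching 75%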;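 further: 0% = median of neutral control wells and 100% = pilot-screen positive control compound; some compounds past the cut are filed as inactive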
MITF TRPM1 inh – MITF TRPM1 promoter inhibition in SK-MEL-5 cells; inhibition, % at 12.5 µM; SK-MEL-5 TRPM1 promoter luciferase, 24 h; 330,000 compounds, 0.83% hits;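 active means mean inhibition across replicates of 60% or more, whatever share of single replicates reaches that level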; further: values of inactives mirror those of a sister screen read the other way
NR2E3 ag-1 – agonists of human NR2E3 nuclear receptor; Q9Y5X4; CHO-S Gal4-NCOR/VP16-NR2E3 two-hybrid, luciferase; inhibition of corepressor binding, % at 3.98 µM; 360,000 compounds, 0.35% hits; AID 602229;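 active means inhibition above the mean of all tested compounds plus 3 SD, cut at about 70% in these data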;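 further: 0% = DMSO with NR2E3 transfected cells and 100% = cells lacking NR2E3 construct; higher means lower luciferase signal from less NR2E3 corepressor binding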
Target sequence (Q9Y5X4 whole entry, looked up, the tested form may be a part): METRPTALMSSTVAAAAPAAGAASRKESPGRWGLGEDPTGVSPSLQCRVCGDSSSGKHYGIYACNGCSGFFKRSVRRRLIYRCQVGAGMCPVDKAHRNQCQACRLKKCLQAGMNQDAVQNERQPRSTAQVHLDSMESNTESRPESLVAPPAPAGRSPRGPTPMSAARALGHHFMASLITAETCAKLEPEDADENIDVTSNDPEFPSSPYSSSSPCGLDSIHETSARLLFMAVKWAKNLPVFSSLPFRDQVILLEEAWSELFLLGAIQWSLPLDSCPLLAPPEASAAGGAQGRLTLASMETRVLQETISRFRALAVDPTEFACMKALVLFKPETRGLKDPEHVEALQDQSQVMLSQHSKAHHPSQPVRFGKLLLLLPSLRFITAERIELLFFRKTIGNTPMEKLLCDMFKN
m5-HT2A agonist – activates the mouse 5-HT2A serotonin receptor; P35363; CHO-K1 mHTR2A beta-arrestin complementation, luminescence; percent of 30 µM serotonin response; activation, % at 7.6 µM; 360,000 compounds, 0.66% hits; AID 624169;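 active means activation above a run cutoff, the mean activation of all tested compounds plus 3 SD, cut at about 14% in these data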;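 further: 0% = plate median of compound wells and 100% = 30 µM serotonin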
HIF-2a block – HIF-2a inhibition; 786-0 RCC cells HIF-2a reporter, luciferase luminescence, overnight; inhibition, % at 18.8 µM; 360,000 compounds, 0.72% hits; AID 624352;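 active means inhibition of the luminescence signal of 40% or more relative to plate controls, in a single-dose primary screen at 18.75 µM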
NR2E3 ag-2 – activates human photoreceptor nuclear receptor NR2E3. inhibition of corepressor binding, % at 4.78 µM. Q9Y5X4. AID 2300. GST-NR2E3/biotin-RetCOR TR-FRET, 1536-well. 320,000 compounds, 0.12% hits;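 active means percent inhibition above the cutoff of mean plus 3 SD of all tested compounds, set per screening campaign, cut at about 20% in these data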;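 further: 0% = DMSO wells and 100% = biotin wells as full block of FRET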
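System: GST-tagged NR2E3 plus biotinylated RetCOR corepressor; Buffer or medium: pH 7.5 Tris-based buffer; Probe or stimulus: RetCOR corepressor, biotinylated, 7 nM; Doses: compound at 4.8 µM, single dose; Schedule: 5 h incubation at 4 °C; Technique: time-resolved FRET; Evaluation: percent inhibition of TR-FRET ratio; Replication: one well per compound, singlicate testing.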
* = called active by the depositor; . = not tested or not shown.

smiles,HIF-2a block,MITF TRPM1 inh,m5-HT2A agonist,NR2E3 ag-2,Cardio protect,hiPSC survival,PDI turbidity,CaV13 ICDI inh,NR2E3 ag-1,Peg3 prom inh,Shn3 3UTR inh
O=C(CNC(=O)c1ccc2c(c1)OCO2)Nc1ncccc1O,-102,-42,1,0,-12,-0.5,6,-6,-60,-91,-43
COCCn1cnc2c1c(=O)n(Cc1c(F)cccc1Cl)c(=O)n2Cc1ccccc1,5,0,-15,0,5,-0.5,-4,-3,1,39,16
COc1ccc(OCC(=O)NCCCN2CCOCC2)cc1,-2,2,-4,2,-4,-0.6,-2,-5,19,7,-4
CCOC(=O)C1C(=O)NC(c2ccccc2)=NC1c1ccc(Br)cc1 (centres undefined),10,2,-2,-1,-1,1.0,10,-4,-18,15,-4
Cc1ccc(CNC(=O)c2cc(-c3cc(C)cc(C)c3O)n[nH]2)cc1,-28,-8,-8,1,-17,0.7,3,0,18,-12,16
CCCN(CC(=O)Nc1cccc(Br)c1)CC(=O)Nc1ccc(F)c(F)c1F,8,8,-5,0,-10,0.8,-2,-5,15,29,8
CC(C)(C)S(=O)(=O)c1ccsc1C(=O)O,13,14,2,3,-6,-0.8,13,-5,-18,-1,-13
COC(=O)C(C(=O)OC)C(CC(=O)c1ccc(Br)cc1)c1ccccc1 (centres undefined),11,7,-3,.,-2,0.1,1,-11,-12,12,9
Cc1ccc(C(=O)CSc2nc3cccnc3n2C)cc1,-43,-11,-2,2,1,-3.3,1,-4,23,-28,7
Cc1occc1C(=O)Nc1sccc1C(N)=O,-80,7,0,0,2,-0.3,-3,.,-18,-65,-10
Cn1c(CCCOc2ccc(Cl)cc2Cl)nnc1SCC(=O)Nc1nccs1,-91,-28,6,1,-16,-1.4,5,-4,-11,-40,1
COc1ccc(C2CC(=O)Oc3c(C(C)C)ccc(C)c32)cc1 (centres undefined),10,4,-1,.,-13,2.2,3,-7,13,29,11
COC(=O)c1cc2ccsc2n1Cc1ccccc1F,0,-34,-1,2,-4,0.8,-12,-5,2,15,-14
O=C(Nc1ccc(F)c(Cl)c1)c1cc(C2CCCCN2C(=O)c2cccs2)on1 (centres undefined),3,.,-6,.,-10,-3.1,9,-9,8,7,12
COc1cc(CCC(=O)N2CCN(c3ccccc3)CC2)cc(OC)c1OC,4,-2,0,-1,3,-0.6,5,-4,6,19,-3
Cc1ccc(C(=O)Nc2nnc(CC(=O)N/N=C/c3ccc(O)c(O)c3)s2)cc1,-21,-1,-3,-3,-2,0.5,-5,-4,-24,-10,-15
CCOc1ncccc1C(=O)Nc1nnc(C2CC2)s1,-14,7,2,2,5,3.0,3,-5,-11,-3,4
CN1CCN(CCC(=O)Nc2ccccc2Cl)CC1,10,2,-4,6,11,-0.6,3,2,-7,9,-14
CC(=O)N(C(C)=O)S(=O)(=O)c1ccc(N=NN2CCCCC2)cc1,16,9,1,-2,1,0.9,-5,-4,7,4,3
COc1ccc(/C=N/NC(=O)CC(=O)NCCc2ccccc2)cc1OC,12,3,5,-3,3,4.6,0,-5,19,10,2

Remaining list, next part
smiles,HIF-2a block,MITF TRPM1 inh,m5-HT2A agonist,NR2E3 ag-2,Cardio protect,hiPSC survival,PDI turbidity,CaV13 ICDI inh,NR2E3 ag-1,Peg3 prom inh,Shn3 3UTR inh
COc1ccc(NC(=O)CN(C)CC(=O)Nc2cccc(S(=O)(=O)N(C)c3ccccc3)c2)cc1,-11,12,0,2,2,-0.8,1,-3,1,40,-9
Cc1cccc(C(=O)NCCCNC(=O)c2ccco2)c1,14,-4,-4,2,-6,0.9,18,-7,-23,-9,10
CC(C)c1ccc(S(=O)(=O)N2CCN(C(=O)C3CCN(C(=O)c4ccc(F)cc4)CC3)CC2)cc1,-4,26,11,-4,3,-0.1,17,-10,4,18,-17
Cc1ccc2[nH]c3nc(SCCN4CCOCC4)nnc3c2c1,-150,-14,-6,-2,-2,-2.3,-8,-6,-76,-146,-22
N/C(=N\OC(=O)c1ccccc1[N+](=O)[O-])c1cccnc1,-143,4,5,-1,-2,1.1,2,1,-74,-90,-34
CCc1ccc(NC(=S)N(CCN(C)C)C(C)c2ccncc2)cc1 (centres undefined),-2,0,4,4,-2,-0.2,5,-9,-6,3,9
CSCCC(NC(=O)c1ccco1)c1nc2ccccc2[nH]1 (centres undefined),11,3,2,1,1,-0.4,14,-15,0,7,-13
COc1ccccc1N=Nc1c(C)[nH]n(-c2ccccc2)c1=O,-27,.,1,-3,4,-0.7,-5,-3,-1,-18,-35
Cc1cc(C(=O)Cn2c(CO)nc3ccccc32)c(C)n1C,-19,2,-3,1,-1,0.8,-6,1,-12,-10,3
Cc1ccccc1C(=O)N=c1sccn1C,-32,-4,4,-1,0,1.6,-7,.,-23,-61,-8
O=C(Nc1ccc(Cl)c(C(=O)N2CCOCC2)c1)c1ccccc1,-11,-9,8,1,0,0.2,1,-7,-20,-4,3
COc1ccc(NC(=O)CCS(=O)(=O)c2ccc3c(c2)CCCN3C(C)=O)cc1,2,5,-1,3,11,0.7,0,-4,0,10,-6
COC(=O)C1C2C=CC3(CN(C(C)C)C(=O)C13)O2 (centres undefined),7,-1,-3,2,10,-2.8,.,-2,-3,6,3
N#Cc1ccc(OCC(=O)NCC2(N3CCCCC3)CCCCC2)cc1,21,-2,6,0,2,1.6,9,-7,-21,-1,11
COc1ccc(/C=N/NC(=O)c2ccc(COc3cccc4cccnc34)cc2)cc1O,-35,-4,0,-2,45,0.9,-4,-2,-27,-4,-13
CC(C)Oc1ccc(C(=O)N/N=C/c2ccc(-c3ccc(S(=O)(=O)Nc4ncccn4)cc3)o2)cc1,-5,4,10,0,-21,5.0,-18,-7,-18,-4,7
CSc1ccccc1NC(=S)Nc1ccccc1C(F)(F)F,22,3,5,-1,0,1.3,-1,-5,-14,2,7
Cc1ccc(C(CCN(Cc2ccccc2)C(=O)c2ccco2)c2ccco2)cc1 (centres undefined),-9,-5,-3,-1,-6,-1.4,3,-3,-7,-1,-24
Cc1ccccc1-c1nc(NCC2CC2)nc2ccsc12,-15,.,0,.,0,-2.2,-3,-9,-1,1,-8
CCC[N+]1(CC#CC2(O)CCCCC2)CCOCC1,15,-13,2,-5,-1,0.4,2,-7,-6,6,-2

The results go on.
smiles,HIF-2a block,MITF TRPM1 inh,m5-HT2A agonist,NR2E3 ag-2,Cardio protect,hiPSC survival,PDI turbidity,CaV13 ICDI inh,NR2E3 ag-1,Peg3 prom inh,Shn3 3UTR inh
COc1ccc(-c2nc3ccccc3c(=O)o2)cc1OC,-18,3,5,-2,14,-1.7,7,-5,-12,0,-19
COc1ccc(C=O)cc1Cn1ccnc1,11,8,-1,5,2,-0.8,1,0,-5,7,8
Nc1c(C(=O)NCc2cccs2)nnn1CC(=O)Nc1cccc(Cl)c1,15,4,-2,-1,-9,-0.9,4,-4,-4,-3,60
Cc1cc2cccc(C)c2nc1SCC(=O)NNC(=O)c1ccco1,-10,11,-4,-3,-3,-0.9,10,-3,-33,-5,-7
COc1ccc2nc(C)c3cc(C)oc3c2c1,-9,-7,-2,3,-6,-0.9,0,.,-14,-10,-11
COC(=O)CCC(=O)OC1(C)C(=O)C2=CN(Cc3ccccc3)C(c3ccc(OC)cc3)=CC2=C(Br)C1=O (centres undefined),3,5,-5,2,2,-1.9,1,-10,4,-17,29
CCn1cc(C(=O)O)c(=O)c2cc(S(=O)(=O)N(C)C)ccc21,4,0,-1,3,4,-0.4,2,-8,-17,5,-6
CCCOc1ccc(C2/C(=C(/O)c3ccccc3)C(=O)C(=O)N2CCCN(C)C)cc1OC (centres undefined),0,4,-1,-3,-2,-0.2,0,-1,-42,-3,-13
CCS(=O)(=O)N1CCC(C(=O)NCCC2=CCCCC2)CC1,2,-4,0,2,-1,0.3,11,.,-9,0,-3
CCc1nnc(NC(=O)[C@@H](NC(=O)c2cccc(S(=O)(=O)N(CC)CC)c2)C(C)C)s1,23,5,-3,-1,3,0.3,2,-10,-14,20,-41
O=C(Nc1cccc(S(=O)(=O)N2CCOCC2)c1)C1CC1,7,4,4,.,-1,0.3,3,-3,-17,2,16
Cc1ccc(COC(=O)c2cc(S(=O)(=O)N3CCCCC3)ccc2N2CCOCC2)cc1,18,19,-6,-2,-17,1.3,-5,-5,21,28,81
O=[N+]([O-])c1ccc(CSc2ccc(-c3ccccn3)nn2)cc1,-42,13,-4,-2,3,0.0,0,-7,-18,-9,15
CN(C)C(=O)c1ccc(NC(=O)COC(=O)c2cc(S(=O)(=O)N(C)C)ccc2N2CCCC2)cc1,10,6,-4,-2,1,-0.5,0,-4,6,-3,9
COc1cc(C=O)ccc1Oc1nnnn1-c1ccccc1,10,3,-3,-3,-1,-0.2,-5,-4,5,13,6

Reprinted at random: two records from the list
smiles,HIF-2a block,MITF TRPM1 inh,m5-HT2A agonist,NR2E3 ag-2,Cardio protect,hiPSC survival,PDI turbidity,CaV13 ICDI inh,NR2E3 ag-1,Peg3 prom inh,Shn3 3UTR inh
Cc1cc2cccc(C)c2nc1SCC(=O)NNC(=O)c1ccco1,-10,11,-4,-3,-3,-0.9,10,-3,-33,-5,-7
COc1ccc(-c2nc3ccccc3c(=O)o2)cc1OC,-18,3,5,-2,14,-1.7,7,-5,-12,0,-19
